PriA SSB inh: inhibitors of Klebsiella pneumoniae PriA binding to SSB C-terminal tail | AlphaScreen SSBct-PriA binding, biotinylated peptide | inhibition, % at 33 µM | AID 1272365 | 430,000 compounds, 0.6% hits; in the data active = inhibition mostly above about 37%, no sharp cut-off; inactive = mostly below about 20%;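 also: plate controls were negative control peptide for no effect and reference peptide for full effect; strong numbers were not always called active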
Rv3671c inh: inhibitors of M. tuberculosis serine protease Rv3671c; P9WHR9; inhibition, % at 5.96 µM; 320,000 compounds, 0.048% hits; AID 2606; in the data active = inhibition above about 38%;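 also: extracellular domain of Rv3671c used as enzyme; 0% = enzyme with DMSO and 100% = no enzyme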
Target sequence (P9WHR9 whole entry, looked up, the tested form may be a part): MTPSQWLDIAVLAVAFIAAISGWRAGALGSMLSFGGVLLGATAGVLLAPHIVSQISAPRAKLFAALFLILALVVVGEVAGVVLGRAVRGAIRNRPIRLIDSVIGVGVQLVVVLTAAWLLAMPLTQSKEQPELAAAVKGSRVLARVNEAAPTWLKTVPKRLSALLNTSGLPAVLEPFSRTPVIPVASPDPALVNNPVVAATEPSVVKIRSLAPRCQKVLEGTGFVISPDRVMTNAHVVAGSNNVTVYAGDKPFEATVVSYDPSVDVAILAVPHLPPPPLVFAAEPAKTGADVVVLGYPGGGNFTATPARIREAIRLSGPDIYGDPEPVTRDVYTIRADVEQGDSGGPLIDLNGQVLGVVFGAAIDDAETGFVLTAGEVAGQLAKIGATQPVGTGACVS
TcdB inh: blocks C. difficile toxin B glycohydrolase activity; AID 652162; inhibition, % at 9.99 µM; 350,000 compounds, 0.24% hits; TcdB glycohydrolase enzymatic assay, plate reader; in the data active = inhibition above about 10%
PrPC TRFRET: cell surface PrPC inhibition, primary TR-FRET screen. P04156. TR-FRET read-out. inhibition, % at 13.8 µM. 370,000 compounds, 0.43% hits; in the data active = inhibition above about 24%; also: 0% = median of the test wells and 100% = reference compound wells
Yp Topo-I inh: Y. pestis Topo-I inhibition via cleavage products. 360,000 compounds, 0.064% hits. activity, % at 10 µM. Y. pestis Topo-I cleavage product accumulation, plate reader; in the data active = activity above about 50%, passing the limit was not always enough; also: inactives centre near 2
DUSP3 inh: blocks human VHR1 dual specificity phosphatase; inhibition, % at 13.3 µM; 290,000 compounds, 0.52% hits; AID 1654; recombinant VHR phosphatase, pNPP absorbance; in the data active = inhibition above about 50%; also: some compounds called inactive have numbers as strong as hits
Target sequence (P51452 whole entry, looked up): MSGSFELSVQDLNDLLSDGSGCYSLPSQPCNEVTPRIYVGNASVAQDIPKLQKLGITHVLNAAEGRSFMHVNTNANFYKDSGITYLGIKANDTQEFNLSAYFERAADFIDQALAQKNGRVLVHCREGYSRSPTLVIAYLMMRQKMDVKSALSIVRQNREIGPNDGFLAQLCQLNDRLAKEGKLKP
MazF activator: MazEF (E. coli) toxin RNase activation. P0AE70. FAM/BHQ RNA-DNA oligo cleavage fluorescence, 5 h. activation, % at 20 µM. 350,000 compounds, 0.32% hits; in the data active = activation above about 50%
Target sequence (P0AE70 whole entry, looked up): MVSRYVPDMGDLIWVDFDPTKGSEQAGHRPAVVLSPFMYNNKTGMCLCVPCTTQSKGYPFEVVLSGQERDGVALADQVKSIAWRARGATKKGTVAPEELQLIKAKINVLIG
Vc quorum ag: induces V. cholerae light production without autoinducers | 350,000 compounds, 0.16% hits | activation, % at 18.7 µM | V. cholerae BH1578 lux reporter, luminescence, 6 h; in the data active = activation mostly above about 9.7%, no sharp cut-off; also: not every result past the cut was called active; inactives centre near 0; reference of the scale not given here
CCHF vOTU inh: blocks the CCHF virus ovarian tumor domain protease. AID 651958. CCHFV vOTU protease, Pep-AMC fluorescence. 370,000 compounds, 0.55% hits. inhibition, % at 11.5 µM; in the data active = inhibition above about 30%; also: 0% = vehicle wells with enzyme and 100% = no enzyme wells
3CLpro inhibitor: SARS-CoV 3CLpro protease inhibition. inhibition, % at 6 µM. 290,000 compounds, 0.14% hits. recombinant SARS-CoV 3CLpro, quenched FRET peptide cleavage; in the data active = inhibition above about 12%
Starred values were filed as active, the others as inactive; i = inactive; . = not tested or not shown; & = joins results of further samples. Some of the compounds tested (hit frequency here may not be typical).

Screens by letter – A = PriA SSB inh; B = Rv3671c inh; C = TcdB inh; D = PrPC TRFRET; E = Yp Topo-I inh; F = DUSP3 inh; G = MazF activator; H = Vc quorum ag; I = CCHF vOTU inh; J = 3CLpro inhibitor
COc1ccc(C(C)(C)C)cc1NC(=O)CNc1cccc2ccccc12
  A = 8	B = -14	C = .	D = -7	E = 5	F = 18	G = -3	H = -0.2	I = 24	J = 0

CC[C@]12C(=O)N(C)C[C@H]([C@@H]3C(=O)N(C)C(=O)[C@@H]31)N2C(=O)c1ccc(Cl)cc1
  A = -6	B = .	C = 0.7	D = -5	E = -8	F = .	G = -2	H = -0.3	I = 5	J = .

O=C(CSc1ncn[nH]1)N1CCN(S(=O)(=O)c2ccc(Cl)cc2)CC1
  A = -6	B = 5	C = .	D = -1	E = 2	F = 9	G = 4	H = -0.2	I = -25	J = 3

Brc1cnc(OCc2ccccc2)nc1OCc1ccccc1
  A = -9	B = .	C = -7.1	D = -7	E = 43	F = .	G = -3	H = i	I = 15	J = .

CCOc1ccccc1/C=C(/NC(=O)c1ccccc1)C(=O)NC(C)c1ccccc1 (stereo unspecified)
  A = -10	B = -2	C = .	D = -6	E = 4	F = 6	G = -2	H = -0.7	I = -1	J = -2

COc1cc(OC)cc(C(=O)NCCCN2CCN(CCCNC(=O)c3cc(OC)cc(OC)c3)CC2)c1
  A = -12	B = -4	C = .	D = -5	E = 2	F = -4	G = -2	H = i	I = 10	J = -3

Cc1cc(C)c(OCCN2CCOCC2)c(Cl)c1
  A = -1	B = 0	C = -0.2	D = -10	E = 1	F = -23	G = 2	H = -0.5	I = -7	J = 0

CN(C)CC(C)(C)NS(=O)(=O)c1ccc(Cl)cc1
  A = -3	B = 7	C = -0.1	D = 10	E = 12	F = 10	G = 6	H = i	I = 0	J = 0

CC(C)CNC(=O)c1ccccc1Oc1ccccc1
  A = -7	B = 0	C = .	D = -6	E = 3	F = 22	G = 3	H = i	I = 6	J = 0

CCN(CC)P(=O)(Nc1ccc(SC(F)F)cc1)c1ccc(N(C)C)cc1NC(=O)c1ccco1 (stereo unspecified)
  A = 9	B = -8	C = -1.7	D = -4	E = 5	F = -11	G = 3	H = -0.4	I = 19	J = 3

COc1ccc(-c2cc(-c3ccc(O)cc3)nc(N)c2C#N)cc1OC
  A = -15	B = -16	C = 1.3	D = -2	E = -2	F = 17	G = -3	H = -0.2	I = -10	J = 4

c1coc(CNCCc2c[nH]c3ccccc23)c1
  A = 4	B = 3	C = -0.2	D = -10	E = -1	F = 21	G = 10	H = -0.3	I = -8	J = 5

CC(O)(c1cccc(F)c1)c1nc(-c2cccc(C(F)(F)F)c2)cs1 (stereo unspecified)
  A = .	B = .	C = -1.7	D = 12	E = 1	F = .	G = .	H = -0.9	I = 21	J = .

CCOc1cc(C2C3=C(CC(C)(C)CC3=O)Nc3n[nH]c(C)c32)ccc1O (stereo unspecified)
  A = 0	B = 2	C = -0.4	D = 5	E = 2	F = 7	G = 10	H = -0.8	I = -11	J = -1

CCCCCCn1c(SCCCC)nc2c1c(=O)[nH]c(=O)n2C
  A = -10	B = -3	C = .	D = 4	E = -9	F = 6	G = 0	H = i	I = 19	J = 1

Cc1nn2cnnc2c(C)c1Cc1ccc(Cl)cc1
  A = -4	B = -4	C = -1.3	D = 6	E = 2	F = 4	G = -10	H = i	I = -16	J = 2

C[C@]12CCC(O)CC1=CCC1C2CC[C@]2(C)/C(=N\NC(N)=S)CCC12 (stereo partly specified)
  A = .	B = -19	C = -9.4	D = -3	E = -3	F = 7	G = -26	H = i	I = 4	J = -4

COc1cc2c(c(OC)c1OC)-c1c(cc3c(c1O)OCO3)C[C@@H](C)[C@@H](C)C2
  A = 12	B = 2	C = 2.8	D = -5	E = 25	F = 15	G = 6	H = i	I = 1	J = .

COc1ccccc1CCc1nnc(CCC(=O)NC(C)Cc2cccs2)o1 (stereo unspecified)
  A = -1	B = -11	C = -0.3	D = 2	E = -1	F = 44	G = -2	H = -0.2	I = -1	J = 6

O=C(COc1ccc(Cl)cc1)Nc1ccc(Cl)cn1
  A = -10	B = -4	C = .	D = 5	E = -2	F = 24	G = 4	H = -0.2	I = 8	J = 0

CCc1nnc(NS(=O)(=O)c2ccc(NC(=O)c3cccc(OC(F)(F)C(F)F)c3)cc2)s1
  A = -5	B = -10	C = -1.0	D = 4	E = 1	F = .	G = -7	H = -0.5	I = 9	J = .

Cc1cccc2c(CC(=O)O)noc12
  A = 0	B = 0	C = 2.1	D = -3	E = -5	F = -4	G = 5	H = -0.3	I = 16	J = 9

CC(C)CC(=O)N1CCN(Cc2ccc(Cl)cc2)CC1
  A = 1	B = 6	C = 1.2	D = 6	E = 8	F = 20	G = 4	H = i	I = -8	J = -2

Cc1ccc(S(=O)(=O)N2CCOCC2)cc1C(=O)Nc1ccc(N2CCCCCC2)cc1
  A = 30	B = .	C = 2.7	D = 21	E = 10	F = .	G = 7	H = 6.4	I = -5	J = .

Cc1cc(C(=O)NC2CCCCCCC2)ccc1[N+](=O)[O-]
  A = -5	B = 8	C = 0.2	D = 4	E = 1	F = .	G = 5	H = -0.5	I = -7	J = .

CCOC(=O)CCCc1ccc(/C(C)=N/NC(N)=S)cc1
  A = .	B = 6	C = 0.6	D = 0	E = 11	F = 28	G = 0	H = -0.4	I = -4	J = 5

CC(NC(=S)NC(=O)c1ccccc1)c1ccccc1 (stereo unspecified)
  A = -4	B = 4	C = 0.1	D = 10	E = 4	F = .	G = -3	H = i	I = -8	J = .

Cc1cc(C)c(NC(=O)c2ccc(CN3CCc4ccccc4C3)cc2)c(C)c1
  A = 3	B = -6	C = .	D = -5	E = -2	F = -6	G = 4	H = i	I = -1	J = 2

O=C(c1ccc(-c2ccc([N+](=O)[O-])cc2)o1)N1CCN(S(=O)(=O)c2cccs2)CC1
  A = -2	B = 3	C = 0.0	D = -8	E = -3	F = .	G = -2	H = i	I = 6	J = .

Cc1cnc(C(=O)OCC(=O)Nc2ccc(C)c(S(=O)(=O)N(C)C)c2)cn1
  A = -14	B = 5	C = 1.0	D = 4	E = 2	F = 9	G = 9	H = i	I = -4	J = -4

CCN(CC)C(=S)NC(=O)C12CC3CC(CC(C3)C1)C2
  A = -3	B = -6	C = 1.6	D = -2	E = 9	F = 15	G = 5	H = i	I = 7	J = 2

CC(C)n1cc(C(=O)N(CC(=O)NC(C)(C)C)Cc2ccccc2)cn1
  A = -9	B = -16	C = .	D = 0	E = -7	F = 0	G = -5	H = 1.4	I = 8	J = 0

CCN(c1ccc(NC(=O)COC(=O)c2ccc(C)s2)cc1)C(C)C
  A = 30	B = -2	C = -5.5	D = 6	E = 22	F = -2	G = -7	H = -0.4	I = 22	J = -1

Cc1cccc(OCC(=O)NC(=S)Nc2ccc(S(=O)(=O)NC3CCCCC3)cc2)c1
  A = -7	B = -7	C = .	D = 7	E = -4	F = 16	G = -3	H = 2.7	I = 11	J = 0

CCCCN(C(=O)c1cccc(-n2cccc2)c1)c1c(N)n(CCCC)c(=O)[nH]c1=O
  A = -12	B = -17	C = 1.5	D = 5	E = 4	F = .	G = -15	H = -0.3	I = 6	J = .

O=c1ccc(-c2ccc(S(=O)(=O)Nc3cccc([N+](=O)[O-])c3)s2)n[nH]1
  A = -2	B = -21	C = 1.8	D = -7	E = 4	F = 27	G = 11	H = -0.3	I = 6	J = -9

Cc1cc(SCC(=O)N/N=C/c2ccc(O)c(O)c2)nc2ccccc12
  A = .	B = -1	C = 0.1	D = 6	E = 7	F = 8	G = 13	H = i	I = 2	J = 2

CNC(=O)c1cc(C(=O)c2ccc(C(F)(F)F)cc2F)c[nH]1
  A = -6	B = 6	C = -0.5	D = -1	E = -10	F = 17	G = -1	H = -0.6	I = 7	J = 3

COc1ccc(NC(=O)N(C)C[C@H]2Oc3ccc(NC(=O)Cc4ccccc4)cc3CC(=O)N([C@H](C)CO)C[C@H]2C)cc1
  A = -7	B = 5	C = -4.5&2.0	D = 8	E = 6	F = .	G = -7	H = 7.1	I = 1	J = .

Cc1ccc(CSCc2ccc(C(=O)NCCC(C)C)o2)cc1
  A = 1	B = -4	C = 0.8	D = -1	E = 0	F = -16	G = -7	H = i	I = 12	J = 5

Cc1[nH]c(N=Nc2ccccc2)nc1N=Nc1ccccc1
  A = -9	B = 24	C = 0.3	D = 1	E = -16	F = 9	G = 19	H = i	I = 7	J = 4

CCOc1ccc(N2C(=O)CN(c3cccc4ccccc34)C2=S)cc1
  A = -3	B = 2	C = 0.6	D = 4	E = -3	F = 12	G = 2	H = -0.9	I = -9	J = 4

C=CCn1c(O)c(/C=C/C=Nc2ccccc2)c(=O)[nH]c1=O
  A = .	B = -11	C = .	D = -3	E = -11	F = -4	G = -102	H = 0.3	I = 21	J = -1

CC(C)Sc1nc2ncnc(N)c2[nH]1
  A = -12	B = 7	C = 1.1	D = -3	E = -9	F = 20	G = 7	H = -0.2	I = -3	J = 4

O=C(O)CNc1ccccc1C(=O)O
  A = 3	B = -13	C = -3.5	D = -2	E = 6	F = 25	G = 1	H = 1.5	I = -39	J = 1

COc1ccc(OC)c(S(=O)(=O)N(C)CC(=O)Nc2ccc3c(c2)OCO3)c1
  A = -9	B = 2	C = .	D = 7	E = -3	F = 3	G = -2	H = i	I = -1	J = 9

CCOc1ccccc1NC(=S)N1CCN(c2cccc(OC)c2)CC1
  A = 0	B = 2	C = 1.3	D = -4	E = 7	F = -35	G = 10	H = -0.3	I = 4	J = 1

OC(c1ccc(F)cc1)c1nc(/C=C/c2ccccc2)cs1 (stereo unspecified)
  A = .	B = .	C = 0.6	D = -4	E = 8	F = .	G = .	H = -1.3	I = -8	J = .

CCC(C)OC(=O)n1ccc(C(=O)Nc2nccs2)n1 (stereo unspecified)
  A = -7	B = 55*	C = .	D = -3	E = -11	F = 12	G = 0	H = -12	I = 3	J = -1

C/C(=N\NC(=O)C(N)=O)c1ccc(NC(=O)c2cccs2)cc1
  A = .	B = -9	C = 0.0	D = 12	E = 0	F = 22	G = -1	H = -0.2	I = 11	J = 1

Single records, as listed above. Order of screens: PriA SSB inh | Rv3671c inh | TcdB inh | PrPC TRFRET | Yp Topo-I inh | DUSP3 inh | MazF activator | Vc quorum ag | CCHF vOTU inh | 3CLpro inhibitor
Profile of Cc1cc(SCC(=O)N/N=C/c2ccc(O)c(O)c2)nc2ccccc12 = . | -1 | 0.1 | 6 | 7 | 8 | 13 | i | 2 | 2
Profile of CC(C)CC(=O)N1CCN(Cc2ccc(Cl)cc2)CC1 = 1 | 6 | 1.2 | 6 | 8 | 20 | 4 | i | -8 | -2
Profile of O=C(COc1ccc(Cl)cc1)Nc1ccc(Cl)cn1 = -10 | -4 | . | 5 | -2 | 24 | 4 | -0.2 | 8 | 0
Profile of OC(c1ccc(F)cc1)c1nc(/C=C/c2ccccc2)cs1 (stereo unspecified) = . | . | 0.6 | -4 | 8 | . | . | -1.3 | -8 | .

Next part:
Screens by letter – A = PriA SSB inh; B = Rv3671c inh; C = TcdB inh; D = PrPC TRFRET; E = Yp Topo-I inh; F = DUSP3 inh; G = MazF activator; H = Vc quorum ag; I = CCHF vOTU inh; J = 3CLpro inhibitor
O=C(N/N=C/c1cccc(O)c1)N/N=C/c1cccc(O)c1
  A = .	B = -11	C = 1.0	D = -4	E = -9	F = 13	G = 8	H = i	I = 5	J = 0

CC1(C)CC(=O)C2=C(C1)OC1=C(C(=O)CC(C)(C)C1)C2c1cc([N+](=O)[O-])cc([N+](=O)[O-])c1O
  A = -5	B = 3	C = -2.6	D = 5	E = 7	F = 14	G = 4	H = -1.8	I = 19	J = 2

Cc1ccc(-c2oc3ncnc(N)c3c2-c2ccc(C)cc2)cc1
  A = -19	B = 5	C = .	D = -8	E = 11	F = 6	G = 4	H = i	I = -2	J = -3

COc1ccc(NC(=O)C(NC(=O)c2ccc(=O)[nH]c2)c2ccc(C)cc2)cc1 (stereo unspecified)
  A = -3	B = 3	C = 0.9	D = 4	E = 8	F = -10	G = 5	H = i	I = -11	J = -3

Screening data (PubChem BioAssay)
